AHR act = activates the human aryl hydrocarbon receptor. 2.5% of 320,000 active. activation, % at 5 µM. P35869. AHR-responsive luciferase reporter cells, luminescence; in the data active = activation above about 47%;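 also: 0% = vehicle wells and 100% = reference agonist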
proCasp7 act = counter-screen: procaspase-7 (human) activation; P55210; recombinant procaspase-7, Ac-DEVD-pNA absorbance 405 nm; D23A/D198A/D206A triple mutant, cannot self-cleave; scale: DMSO 0, 5 µM enzyme 100; activation, % at 8.5 µM; 0.093% of 330,000 active;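 active = percent activation above the screen-wide mean plus 3 SD, cut at about 25% in these data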
Target sequence (P55210 whole entry D23A/D198A/D206A): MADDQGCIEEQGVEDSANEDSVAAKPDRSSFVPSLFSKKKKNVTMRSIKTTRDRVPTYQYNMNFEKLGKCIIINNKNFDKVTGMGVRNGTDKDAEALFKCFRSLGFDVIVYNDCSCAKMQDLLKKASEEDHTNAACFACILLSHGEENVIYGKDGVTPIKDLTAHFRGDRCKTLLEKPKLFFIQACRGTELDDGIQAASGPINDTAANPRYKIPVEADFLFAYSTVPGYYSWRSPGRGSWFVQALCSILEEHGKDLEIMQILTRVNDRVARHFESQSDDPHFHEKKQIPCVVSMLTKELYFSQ
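System: Procaspase-7 triple mutant (PC-7 D3A); measure: % activation from two-timepoint absorbance difference, scaled to controls; times: 1 h compound preincubation, 2 h substrate cleavage, 25 °C; also added: Ac-DEVD-pNA substrate, 400 µM as added; measured by: Epi-absorbance of released pNA at 405 nm, two timepoints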
PP1 counter = counter-screen for PP5 inhibitors: inhibitors of human PP1-alpha; P62136; purified PP1alpha, OMFP fluorescence; inhibition, % at 6.7 µM; 0.9% of 320,000 active; AID 2235;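 active = inhibition above the mean inhibition of all tested compounds plus 3 SD, computed separately for each screening campaign, cut at about 15% in these data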
Target sequence (P62136 whole entry, looked up): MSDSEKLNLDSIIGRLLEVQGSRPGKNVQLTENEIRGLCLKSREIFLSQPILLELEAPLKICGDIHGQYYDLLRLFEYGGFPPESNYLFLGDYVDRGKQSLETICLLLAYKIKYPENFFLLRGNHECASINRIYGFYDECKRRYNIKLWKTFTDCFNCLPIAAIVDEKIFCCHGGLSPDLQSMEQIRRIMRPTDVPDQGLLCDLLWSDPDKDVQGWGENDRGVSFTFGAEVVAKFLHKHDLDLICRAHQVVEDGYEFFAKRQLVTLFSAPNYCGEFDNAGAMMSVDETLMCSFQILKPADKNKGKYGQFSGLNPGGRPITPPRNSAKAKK
CTSL1 counter = cathepsin L1 inhibition, PFM18AAP counter-screen; recombinant F. hepatica cathepsin L1, Z-Leu-Arg-MCA fluorescence; inhibition, % at 5.96 µM; 0.49% of 300,000 active;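 active = inhibition above the mean of all tested compounds plus 3 SD, set per screening campaign, cut at about 17% in these data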;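 also: 0% = plate median of test compound wells and 100% = 1 µM Z-Phe-Ala-diazomethylketone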
HCV core dimer = blocks dimerization of HCV core protein | TR-FRET GST/Flag-core106 dimerization, 1536-well | inhibition, % at 5 µM | 0.33% of 300,000 active | AID 1899;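 active = inhibition above the mean of all tested compounds plus 3 SD, set per screening campaign, cut at about 45% in these data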
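Assay system: Tagged HCV core106 pair (GST and Flag) | Buffer or medium: KF-containing HEPES buffer, pH 7.45, DTT, CHAPS, BSA | Also added: Eu donor and XL665 acceptor anti-tag antibodies | Dosing: One concentration, 5 µM, in 0.5% DMSO | Timing: 4 h at 22.5 °C | Technique: TR-FRET 671 and 617 nm emission | Repeats: Singlicate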
PP5 primary = blocks human protein phosphatase 5 activity; P53041; purified PP5c, OMFP substrate fluorescence; inhibition, % at 6.7 µM; 0.18% of 320,000 active; AID 1987;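 active = inhibition above the campaign's mean inhibition across all tested compounds plus 3 SD, cut at about 9.5% in these data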;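 also: 0% = DMSO only and 100% = 100 µM cantharidin control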
TPT1 inh = C. albicans TPT1 enzyme inhibition. recombinant caTPT1, FP RNA substrate dephosphorylation. inhibition, % at 5 µM. 0.81% of 300,000 active;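 active = inhibition above the mean of all tested compounds plus 3 SD, set per screening campaign, cut at about 24% in these data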;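 also: plate controls were DMSO alone for no effect and ferristatin control at 100 nM for full effect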
PAFAH2 FP inh = inhibitors of human PAFAH2. recombinant PAFAH2, FP-rhodamine activity probe, fluorescence polarization. 0.99% of 340,000 active. AID 492956. inhibition, % at 3.39 µM. Q99487;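 active = inhibition above the mean over all tested compounds plus 3 SD, cut at about 30% in these data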;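 also: inhibitors block probe labeling of enzyme so polarization drops; 0% = enzyme with DMSO and 100% = wells lacking PAFAH2 protein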
proCasp3 act = activates human procaspase-3; P42574; recombinant procaspase-3 D3A, Ac-DEVD-pNA absorbance 405 nm; activation, % at 8.5 µM; 0.11% of 330,000 active;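 active = activation above the mean of all tested compounds plus 3 SD, cut at about 21% in these data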;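 also: 0% = DMSO alone and 100% = DMSO wells spiked with extra 5 µM PC-3 D3A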
Target sequence (P42574 whole entry D9A/D28A/D175A): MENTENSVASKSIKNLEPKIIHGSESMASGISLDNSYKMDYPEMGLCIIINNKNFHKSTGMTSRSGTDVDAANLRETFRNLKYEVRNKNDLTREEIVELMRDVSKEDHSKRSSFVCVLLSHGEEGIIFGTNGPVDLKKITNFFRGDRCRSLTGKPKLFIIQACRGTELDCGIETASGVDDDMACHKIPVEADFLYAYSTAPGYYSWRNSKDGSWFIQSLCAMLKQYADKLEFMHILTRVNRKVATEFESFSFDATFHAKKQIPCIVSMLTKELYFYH
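Assay system: Autoprocessing-dead procaspase-3 D3A mutant enzyme; also added: Ac-DEVD-pNA; doses: one concentration, 8.5 µM nominal, 0.8% DMSO; times: 1 h compound preincubation, 2 h substrate hydrolysis at 25 °C; technique: 405 nm absorbance of p-nitroaniline, reads at 0 and 120 min; measure: % activation between DMSO and enzyme-spiked controls; repeats: single replicate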
An asterisk follows results filed as active; x = no result given.

entry	compound	proCasp7 act	proCasp3 act	CTSL1 counter	PAFAH2 FP inh	PP5 primary	TPT1 inh	HCV core dimer	AHR act	PP1 counter
1	CC(C)c1nc2ccc(NC(=O)C3CCCCC3)cc2[nH]1	12	0	-1	5	1.9	1	-6	0	-1
2	COC(=O)c1scc(C)c1NS(=O)(=O)c1ccc(NC(C)=O)cc1	8	-12	-3	-2	-1.8	-1	0	-1	-3
3	Cc1ccc(-c2nn(C)c(=O)c3ccccc23)cc1CNC(=O)NC1CCCCC1	4	-4	-4	5	1.5	-5	1	-2	-1
4	CCCc1cc(C(N)=O)c(NC(C)=O)s1	4	5	1	-2	1.4	-3	0	-1	0
5	Cc1sc2ncn(CC(=O)NCCCC(=O)Nc3ccc(C(C)C)cc3)c(=O)c2c1C	-2	-8	4	-3	3.4	0	-14	4	-4
6	CC(C)NC(=O)C1CCN(Cc2cnn(-c3ccccc3)c2-n2cccc2)CC1	2	-5	2	-5	0.8	-1	-2	-1	-1
7	Cc1nn(CCCC(=O)NC(C)c2ccccc2)c(=O)c2nn(-c3ccccc3)c(C)c12 (configuration not stated)	3	5	-2	0	3.9	2	-1	0	1
8	CCCCc1ccc(NC(=S)NN2CCOCC2)cc1	-7	-2	1	0	1.1	-4	-5	4	0
9	CC(C)(C)NS(=O)(=O)c1ccc(Oc2ncc(C(F)(F)F)cc2Cl)cc1	-2	4	2	2	5.2	-5	4	0	0
10	CCc1ccccc1NC(=O)CCS(=O)(=O)c1ccc(Br)cc1	-3	4	-2	3	2.0	5	5	1	0
11	CCOc1ccc(S(=O)(=O)Nc2ccccc2C(=O)Nc2ccccc2N2CCOCC2)cc1	-4	7	3	-11	3.8	1	3	1	-2
12	CCC1CCCCN1CCCNC(=O)c1cn(CC)c2ccc(S(=O)(=O)N(C)C3CCCCC3)cc2c1=O (configuration not stated)	2	1	-4	7	-1.8	2	-1	10	-5
13	CCn1cc(C(=O)NCCCN(C)C)c(=O)c2cc(F)c(N3CCN(C)CC3)cc21	-6	1	-1	-5	0.4	-1	-2	4	0
14	CCOc1ccc(CCNC(=O)CN2C(=O)NC(CCSC)C2=O)cc1OCC (configuration not stated)	-1	-2	-3	-1	2.0	3	-5	2	0
15	CCN(C[C@H]1N[C@@](CC)(C(=O)OC)[C@H]2C(=O)N(Cc3ccccc3)C(=O)[C@@H]12)S(=O)(=O)c1ccc(F)cc1	-20	-10	x	4	x	x	x	1	x
16	Cc1ccc(NC(=O)C2CCCC2)cc1Cl	10	-6	-1	-3	1.7	-2	-3	-3	-2
17	CC1CCC(NC(=O)c2ccc(NC(=O)c3ccc(=O)[nH]c3)cc2)CC1 (configuration not stated)	-4	6	-1	x	0.8	-2	4	2	-3
18	O=C(Nc1ccc(N2CCN(C(=O)c3ccccc3)CC2)cc1)c1cccnc1	5	-5	3	1	0.8	0	1	-4	-3
19	CCN(CC)CCCn1c2c(c(SCC(=O)Nc3nc(C)cs3)nc1=O)CCC2	5	-2	-1	3	-1.9	-4	-2	1	-3
20	CN1CCN(S(=O)(=O)c2ccc(C(=O)Nc3ccccc3)cc2)CC1	5	-3	-2	2	0.2	2	2	2	-2
21	COc1ccc(CNC(=O)Nc2ccc(C)cc2)cc1	-10	-3	-1	0	0.3	2	2	12	4
22	Cc1ccc(S(=O)(=O)N2CCC(N3CCC(C)CC3)CC2)cc1	-5	12	3	1	1.5	0	7	-1	0
23	C=CCNC(=S)NNC(=O)c1cc(O)ccc1O	-20	-16	-3	x	-0.7	1	-6	3	-3
24	COC(=O)c1cc2occc2n1Cc1cccc(C)c1	1	-10	5	-2	4.0	-6	0	5	-3
25	Cc1ccc2c(Cn3cc(C(F)(F)F)cc(Cl)c3=O)cc(=O)oc2c1	4	3	-1	x	0.1	0	6	2	1
26	COC(=O)c1ccccc1OS(=O)(=O)N(C)C	-7	1	-6	2	0.3	3	1	-2	-3
27	N#CCCNS(=O)(=O)c1ccc(C(=O)OCC(=O)Nc2ccc3c(c2)OCO3)cc1	8	5	x	4	3.8	x	x	2	-2
28	CCc1ccc2nc3c(c(C(=O)O)c2c1)CCC3	-6	7	-3	2	0.1	0	-2	-2	-3
29	Cc1ccc(NC(=O)c2cc(-c3cccs3)nc3ccccc23)nc1	4	-2	0	-1	1.5	1	8	19	4
30	CCCCCn1c(=S)[nH]c2cc(C(=O)N3CCN(C(=O)OCC)CC3)ccc2c1=O	-5	0	-4	-9	1.7	-1	8	0	3
31	O=C(NCC12CC3CC(C1)CC(CNC(=O)N1CCCC1)(C3)C2)N1CCCC1	-1	-2	0	-4	1.2	0	-8	-5	-5
32	O=C(NC1CCN(C(=O)NC2CCCCC2)CC1)c1cccc(F)c1	7	-5	1	-5	-0.3	-2	8	-2	-3
33	COc1cc(/C=C2/NC(=O)NC2=O)cc(Br)c1OCc1ccccc1	-4	0	3	-3	0.7	-2	2	59*	6
34	CC(=O)N1N=C(c2ccc3nccnc3c2)CC1c1ccccc1 (configuration not stated)	0	-5	1	2	1.0	-3	-2	3	-1
35	O=C(O)C1CCCCC1C(=O)Nc1ccccc1Nc1ccccc1 (configuration not stated)	-17	-5	-1	-4	1.4	7	-1	21	-2
36	COc1ccc(OC)c(N/C(C)=C/C(=O)c2ccc(Br)cc2)c1	-32	-4	4	0	-0.5	1	4	-6	4

Rewritten with each value named: 3 of the compounds above.
23	C=CCNC(=S)NNC(=O)c1cc(O)ccc1O
  proCasp7 act: -20	proCasp3 act: -16	CTSL1 counter: -3	PAFAH2 FP inh: x	PP5 primary: -0.7	TPT1 inh: 1	HCV core dimer: -6	AHR act: 3	PP1 counter: -3
14	CCOc1ccc(CCNC(=O)CN2C(=O)NC(CCSC)C2=O)cc1OCC (configuration not stated)
  proCasp7 act: -1	proCasp3 act: -2	CTSL1 counter: -3	PAFAH2 FP inh: -1	PP5 primary: 2.0	TPT1 inh: 3	HCV core dimer: -5	AHR act: 2	PP1 counter: 0
8	CCCCc1ccc(NC(=S)NN2CCOCC2)cc1
  proCasp7 act: -7	proCasp3 act: -2	CTSL1 counter: 1	PAFAH2 FP inh: 0	PP5 primary: 1.1	TPT1 inh: -4	HCV core dimer: -5	AHR act: 4	PP1 counter: 0

(further entries)
entry	compound	proCasp7 act	proCasp3 act	CTSL1 counter	PAFAH2 FP inh	PP5 primary	TPT1 inh	HCV core dimer	AHR act	PP1 counter
37	Cc1ccc(C)c(NC(=S)NCc2ccccc2)c1	0	14	-1	-6	-0.5	1	6	3	0
38	CCCCNC(=O)C1CCN(Cc2ccc(OCc3ccccc3)c(OC)c2)CC1	19	-1	5	5	2.0	1	1	3	2
39	CCOC(=O)C1=C(C)N=C2SC(CC)C(=O)N2C1c1cccc(F)c1 (configuration not stated)	0	-5	-6	5	1.9	-4	6	0	-2
40	Cc1ccc(NC(=O)CCNS(=O)(=O)c2ccc3[nH]c(=O)oc3c2)c(C)c1	6	2	-2	-2	1.8	0	-4	-3	2
41	COc1ccc(CCN2C(=O)CS/C2=N\NC(=O)c2ccc(C(C)(C)C)cc2)cc1OC	-3	6	-2	0	2.3	3	10	43	0
42	Cc1ccc([N+](=O)[O-])c2c1C(N1CC(C)OC(C)C1)C(C)(C)O2 (configuration not stated)	-4	0	1	1	-0.5	3	5	1	1
43	Cc1c(O)c(CN(C)C)cc2c1oc(=O)c1ccccc12	-10	-9	4	1	2.4	-3	1	22	1
44	Cc1ccc(C2(C)NC(=O)N(CC(=O)Nc3ccc(S(=O)(=O)Nc4nccs4)cc3)C2=O)cc1 (configuration not stated)	3	9	0	2	-1.1	5	4	0	-5
45	O=C(Nc1cc2c(cc1Cl)OCCCO2)c1ccccc1	-4	6	6	-6	-0.9	1	3	-2	2
46	CCC(=O)N/C(=N/c1nc(C)cc(C)n1)Nc1ccc(OC)cc1	13	10	3	-9	1.6	2	-1	12	-2
47	C=CCN1C(=Nc2cccnc2)SCC1(O)c1ccc(C)cc1 (configuration not stated)	-3	-5	2	x	3.2	5	2	31	-1
48	O=CN1CCN(C(=O)c2cc3cc(Cl)ccc3[nH]2)CC1	9	6	3	1	-1.8	-5	1	16	2
49	CCN(CC)S(=O)(=O)c1ccc(-c2nnc(SCC(C)=O)o2)cc1	-9	-3	3	-1	-1.8	4	0	-2	-4
50	COc1ccc(/C=N/NC(=O)COc2cccc3ccccc23)c(C(=O)O)c1OC	2	11	-1	-1	-1.0	-2	3	17	-1
51	COc1ccc(C(=O)Nc2ccc(Cl)cn2)cc1S(=O)(=O)N1CCCC1	2	1	x	1	2.6	x	x	4	2
52	COC(=O)c1ccc2c(=O)n(Cc3ccc(C(=O)NCCCN4CCC(C)CC4)cc3)c(=S)[nH]c2c1	12	1	2	-4	-0.9	3	1	2	4
53	COC(=O)[C@@]12CCCN1[C@H](c1ccc(-c3ccc(Cl)c(Cl)c3)cc1)[C@H]1C(=O)N(C)C(=O)[C@H]12	-18	-1	-1	-3	4.1	0	4	18	-2
54	Cc1cccc(C)c1OCC1CNC(=O)O1 (configuration not stated)	0	3	-2	3	0.7	1	-16	1	5
55	O=C(CSc1ccc(-c2ccc(F)cc2)nn1)NCC1CCCO1 (configuration not stated)	-2	8	1	6	0.6	3	-1	5	-4
56	CCN(CC)CCn1c2c(c(SCC(=O)Nc3ccc4c(c3)OCCO4)nc1=O)CCCC2	9	11	4	1	0.9	-1	-4	2	-3
57	CCOC(=O)c1[nH]c(C)c(/C(O)=C2\C(=O)C(=O)N(CCN(C)C)C2c2ccc(C)o2)c1C (configuration not stated)	-46	2	-5	4	2.5	3	-3	12	-2
58	CCS(=O)(=O)c1nc(S(=O)(=O)c2ccc(Cl)cc2)c(N2CCC(O)CC2)s1	1	8	4	3	1.0	3	-6	1	-3
